High-throughput results from PubChem BioAssay.
INS promoter inh: inhibitors of insulin promoter-driven GFP, primary screen, imaging, TRM-6 cells (human fetal islet line), eGFP reporter, cell count; reporter expression induced with tamoxifen; inhibition, % at 2 µM; 0.9% of 130,000 active; AID 1273, 2008;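 active = inhibition above the mean plus 3 SD, with well images judged a real hit on visual review, cut at about 60% in these data, passing the limit was not always enough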
sdo1 growth: growth rescue of sdo1-depleted yeast, primary screen, S. cerevisiae, bone marrow failure model; S. cerevisiae sdo1-depleted JHY4D growth rescue, OD600 30 h; active compounds read high; pdr5 snq2 efflux-pump mutant strain; z-score at 10 µM; AID 817, 2007; 0.21% of 140,000 active;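 active = z-score above 3 at both the 24 hr and the 30 hr optical density reads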;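 note: z-score against mean and SD of all compound wells on the same plate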
sdo1 growth Rescue 24 h: also measured in sdo1 growth; calls as there; z-score; S. cerevisiae sdo1-depleted JHY4D growth rescue, OD600; measured here: growth rescue at 24 h;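 0 is the plate mean of compound wells and units are plate SD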
* = called active by the depositor; . = not tested or not shown; & = joins results of further samples; [ ] = dose if it differs, or a comment. An unsorted share of the library (roughly 0.99% active in at least one column).

SMILES	INS promoter inh	sdo1 growth	sdo1 growth Rescue 24 h
O=C(O)CSc1ccc(Oc2ccc(SCC(=O)O)cc2)cc1	11.1	.	.
CNC(=O)c1nnn(Cc2ccccc2)c1NC(=O)C(F)(F)F	14.3	0.53	-0.11
CCN1CCc2nc(NC(=O)c3cc(F)c(F)cc3Cl)sc2C1	24.3	.	.
Cc1ccc(Cl)cc1N1CCN(C(=O)COc2ccc3c(c2)CCC3)CC1	.	-1.01	-1.32
Cc1cc(C)n(-c2cc(N3CCN(S(=O)(=O)c4ccc(Cl)cc4)CC3)ccc2[N+](=O)[O-])n1	-3.3	-0.71	0.02
COc1ccc2c(c1)cc1n2CCN=C1NN	-25.9	-0.93	-0.27
COc1ccc2cc3cc(C(=O)NCc4cccnc4)oc3nc2c1	-25.0	.	.
CCOc1ccc(S(=O)(=O)N2CCc3cc(OC)c(OC)cc3C2)cc1	-21.4	-0.18	0.16
Cc1noc(C)c1C(=O)N1CCN(C(=O)c2sc3cc(Cl)ccc3c2Cl)CC1	53.3	1.23	0.75
O=C(NNC(=O)C1CCN(Cc2cccc(F)c2)CC1)c1cccc(Cl)c1	-11.5	0.69	0.79
Cc1ccc(S(=O)(=O)C2CS(=O)(=O)CC2O)cc1 (stereo not drawn)	23.1	-0.07	0.19
Cc1ccc2nc(NC(=O)C3CCN(S(=O)(=O)c4cccs4)CC3)sc2c1	.	-2.37	-1.56
Cn1nnnc1NCc1cccc(Cl)c1	15.0	.	.
Cc1cc(Br)c(NC(=O)CCl)c(Br)c1	-3.2	-0.65	-0.5
CCOc1ccc(N(C(C)C(=O)NC(C)CC)S(C)(=O)=O)cc1 (stereo not drawn)	17.6	0.5	0.73
O=C1NC2(CCCCCC2)Cc2ccccc21	-9.6	-0.14	-0.02
COc1ccc(C(=O)Nc2nc(N3C(=O)c4ccccc4C3=O)n(-c3ccccc3)n2)cc1	-13.3	-0.49	-0.66
OCCCCCN=c1cc(-c2ccccc2)oc2ccc(Cl)cc12	-48.6	0.69	0.03
COc1cc(/C=N/n2cnnc2)ccc1OCCOc1ccccc1	0.0	-0.27	-0.76
Cc1ccc(S(=O)(=O)N2CCCOC2CNC(=O)C(=O)NC2CCCCC2)cc1 (stereo not drawn)	27.8	.	.
CCC(C)[C@H](NC(=O)NC(C)C)C(=O)O (stereo partly drawn)	-21.4	1.02	0.55
Cc1nc2c(sc3nc4c(cc32)COC(C)(C)C4)c(=O)n1CC(=O)NCc1ccco1	-33.3	0.24[8.1 µM]	-0.48
O=C(Cn1nc(-c2ccccc2)ccc1=O)NCCN1CCN(Cc2ccccc2)CC1	-13.2	0.72	0.92
Cc1ccc(C2CC(=O)NC(SCc3ccccc3)=C2C#N)cc1 (stereo not drawn)	51.4	-1.34	-0.72
CC(Oc1ccc(Cl)cc1)C(=O)NCCN1C(=O)S/C(=C\c2cccnc2)C1=O (stereo not drawn)	-43.8	-0.83	-1.11
O=C(Nc1ccc(OC(F)(F)F)cc1)c1ccc2ccccc2n1	-25.9	.	.
CCCOc1nnnn1-c1ccccc1	-17.9	1.3&-0.12	1.36&0.54
COCc1nnc(NC(=O)CC(c2ccccc2)c2ccccc2)s1	-29.7	0.77	0.43
COC(=O)c1c(NC(=O)c2ccccc2[N+](=O)[O-])sc2c1CC(C)(C)NC2(C)C	-23.1	-0.03	-0.68
CC(C)Cc1nnc(NC(=O)Cc2ccc([N+](=O)[O-])cc2)s1	.	0.04	-0.63
COC(=O)c1cc(=O)n(-c2ccc(F)cc2)c(=Nc2ccc(F)cc2)s1	-55.0	-2	-0.58
CCOC(=O)C1=C(c2ccccc2)Nc2ncnn2C1c1ccc(OC)c(OC)c1OC (stereo not drawn)	-43.3	0.48	-0.04
O=C(CSc1nnnn1Cc1ccccc1)Nc1ccc2c(c1)OCO2	-61.3	-0.14	-0.89
CCCC(=O)NC1=C(C#N)C2(CCCC2)Cc2ccccc21	-64.0	-0.81	-0.69
CC(=O)N1CC=CC1(C)C(=O)NCc1cc(F)cc(C(F)(F)F)c1 (stereo not drawn)	23.8	0.26	-0.99
O=c1c(Cc2ccc(F)cc2)c(O)ccn1C1CC1	-46.7	0.12	-0.68

The closing four compounds of the part before come first, to join the parts.
SMILES	INS promoter inh	sdo1 growth	sdo1 growth Rescue 24 h
O=C(CSc1nnnn1Cc1ccccc1)Nc1ccc2c(c1)OCO2	-61.3	-0.14	-0.89
CCCC(=O)NC1=C(C#N)C2(CCCC2)Cc2ccccc21	-64.0	-0.81	-0.69
CC(=O)N1CC=CC1(C)C(=O)NCc1cc(F)cc(C(F)(F)F)c1 (stereo not drawn)	23.8	0.26	-0.99
O=c1c(Cc2ccc(F)cc2)c(O)ccn1C1CC1	-46.7	0.12	-0.68
Cc1ccc(-c2csc(NC(=O)CN3C(=O)CCC3=O)n2)cc1	-26.8	.	.
CCN(C(=S)Nc1cccc(C)c1)c1ccccc1	3.0	-0.04	-0.31
Cc1nn(C)c(C(=O)NNC(=S)Nc2ccc(F)cc2)c1[N+](=O)[O-]	29.7	0.22	-0.02
CCN(CC)S(=O)(=O)c1ccc(-c2nnc(SCc3nnc(-c4ccc(C)cc4)o3)o2)cc1	.	0.25	2.51
Cc1ccc(C)c(NS(=O)(=O)c2ccc3c(c2)Cc2cc(S(=O)(=O)Nc4cc(C)ccc4C)ccc2-3)c1	18.5	0.6	1.25
Cc1cc(NC(=O)CSc2nc(C(C)C)nc3sc4c(c23)CCC(C)C4)no1 (stereo not drawn)	58.6	-0.22	-0.5
CCn1ncc(/C=N\NC(=O)c2ccc3c(c2)c(C)c(C)n3Cc2ccccc2)c1C	-16.2	0.05	0.48
COC(=O)CSc1cc(C)nc(NC(C)=O)n1	31.8	-0.13	-0.21
c1ccc(CCNc2ccnc3cc4ccccc4cc23)cc1	-238.5	.	.
COc1ccccc1/C=C(/C(=O)OCC(=O)NCc1ccccc1)c1ccccc1	-32.1	-0.15	-0.12
CC(C)N=c1c([N+](=O)[O-])nn(C)n1O	-25.0	.	.
Cc1cccc(-c2nc(C#N)c(NC3CCCCC3)o2)c1	-5.9	-1.22	-0.99
O=C(C1CC1)N1CCc2cc(Br)cc(S(=O)(=O)NCc3ccccn3)c21	.	0.5	-0.1
O=S(=O)(c1ccccc1)N1CCN(CC(O)COc2ccc3c(c2)CCC3)CC1 (stereo not drawn)	-8.1	-0.18	-0.16
CCOc1ccc(NS(=O)(=O)c2cc(NC(=O)CCS(=O)(=O)c3ccc(C)cc3)ccc2OC)cc1	17.2	0.35	-0.07
Cc1cc(C=O)c(C)n1-c1ccc(N2CCCCC2)c([N+](=O)[O-])c1	.	-1.18[10.4 µM]	-0.72
O=C(CS(=O)(=O)c1c[nH]c2ccccc12)N1CCCc2ccccc21	.	-0.15	-0.83
COc1ccc(C)cc1-n1nnnc1SCc1csc(C)n1	.	-0.15	-0.86
CN(Cc1cnn(C)c1)C(=O)c1sc2cccc(Cl)c2c1Cl	26.7	-0.18	1.11
CN1CCN(CC(O)COC(c2ccccc2)c2ccccc2)CC1 (stereo not drawn)	-16.7	.	.
Cc1ccc(C)c(OCCCCn2ccnc2)c1	-22.6	-0.51	-0.45
C=CCn1c(SC(C)CC)nc(O)cc1=O (stereo not drawn)	47.2	-1.11	-0.64
O=C(O)CSc1ncnc2sc3c(c12)CCC3	10.0	0.69	0.04
CCCCNCCCOc1cc(Cl)ccc1Cl	-43.5	0.61	0.5

An excerpt from above, showing only INS promoter inh and sdo1 growth:
SMILES,INS promoter inh,sdo1 growth
CCOc1ccc(NS(=O)(=O)c2cc(NC(=O)CCS(=O)(=O)c3ccc(C)cc3)ccc2OC)cc1,17.2,0.35
Cc1cc(C=O)c(C)n1-c1ccc(N2CCCCC2)c([N+](=O)[O-])c1,.,-1.18[10.4 µM]
O=C(CS(=O)(=O)c1c[nH]c2ccccc12)N1CCCc2ccccc21,.,-0.15
COc1ccc(C)cc1-n1nnnc1SCc1csc(C)n1,.,-0.15
CN(Cc1cnn(C)c1)C(=O)c1sc2cccc(Cl)c2c1Cl,26.7,-0.18

Next entries
SMILES	INS promoter inh	sdo1 growth	sdo1 growth Rescue 24 h
Cc1cccc(CN(CC(=O)N/N=C/c2ccco2)S(=O)(=O)c2ccc(Cl)cc2)c1	-22.9	-0.67	-0.25
C=CCn1c(SCC(=O)N2CC(=O)Nc3ccccc32)nc2scc(-c3cccs3)c2c1=O	.	-1.09	0.13
CC1(C)C=C(c2ccc(C(=O)O)s2)CC(C)(C)N1	4.0	-0.25	-1
Cc1ccc([N+](=O)[O-])cc1NC(=S)NC(=O)CC(C)(C)C	46.7	-0.43	-0.13
Cc1cc(-c2nc3c4c5c(sc4[nH]c(=O)n3n2)CCC5)c(C)o1	9.7	0.32	-0.26
O=c1[nH]c2ccccc2nc1NCCN1CCOCC1	-40.5	0.42	0.2
O=C(Cn1cc([N+](=O)[O-])cn1)N1CCc2ccccc2C1	-14.3	.	.
COCCN1C(=O)c2cc(C(=O)Nc3cccc(F)c3)ccc2C1Nc1cccc(F)c1 (stereo not drawn)	-75.0	-0.07	-0.88
COc1ccc(C2C(C#N)=C(N)Oc3n[nH]c(C)c32)cc1Cn1nnc2ccccc21 (stereo not drawn)	15.6	0.37	0.15
CC(=O)c1cc2c(cc1N/C(=N/S(=O)(=O)c1ccc(C)cc1)c1ccc(Cl)cc1)OCO2	42.3	-0.42	1.39
Brc1ccc(-c2ccc(/C=N/Nc3nncc(-c4ccccc4)n3)o2)cc1	-18.9	-0.48	0.24
COCc1nnc(NC(=O)c2ccc(NC(=O)C(C)C)cc2)s1	.	0.48	0.46
Cc1cc(=O)nc2c3ccccc3n(C(C)C(=O)Nc3c(F)c(F)c(F)c(F)c3F)n12 (stereo not drawn)	0.0	.	.
C/C(=N\NC(=O)c1cc(Cl)ccc1O)c1ccc(Br)s1	26.7	-0.99	-0.73
CCCCNC(=O)C12CCC(C)(C(=O)C1Br)C2(C)C (stereo not drawn)	-58.3	1.31	1.06
CSc1ncccc1C(=O)NCCc1ccc(Cl)cc1	33.3	.	.
CN1CC(=O)N(CC(=O)NCc2ccc3c(c2)OCO3)C1=O	36.2	0.17	-0.12
O=C(c1cc(COc2ccc(F)cc2F)on1)N1CCSCC1	0.0	.	.
O=C(/C=C/c1ccccc1[N+](=O)[O-])OC1CCCCC1=O (stereo not drawn)	-83.3	.	.
Cc1ccc(NC(=O)C/C(N)=N/O)cc1C	.	-0.39	-1.33
CSc1ccccc1NC(=O)Cn1c(-c2cscn2)nc2ccccc21	-50.0	-1.01	-0.14
CCCOc1ccc(NC(=O)c2c(-c3ccccc3)noc2C)cc1	.	-1.15	-1.26
CC1=C(c2ccc(C)cc2)[N+](=O)C(C)(C)N1[O-]	-11.1	.	.
O=C1CC(c2ccc(F)cc2)C2=C(CCCC2=O)N1 (stereo not drawn)	.	-0.8	1.54
O=C(CN1C(=O)c2ccccc2C1=O)OCN1C(=O)c2ccccc2C1=O	-38.9	.	.
NC(=O)C(F)(F)C12OC3C4C5CC(C6C5C3C61)C42 (stereo not drawn)	6.2	2	2.98
Cn1c(-c2sc(=S)n(-c3ccccc3)c2N)nc2ccccc21	-20.9	-0.23	0.02
O=C(NNS(=O)(=O)c1ccccc1)c1ccc(S(=O)(=O)N2CCCCC2)cc1	-8.3	0.94	0.62
Cn1c(CCN2CCCCCC2)nc2cc(NC(=O)Nc3ccccc3)ccc21	.	1.22	0.84
Cc1ccc(Nc2ccc(C(=O)NCCc3ccccc3)cn2)cc1	-157.9	-0.99	-0.81
Cc1nn(C)cc1/C=N/NC(=O)C(C)(C)Oc1ccc(Cl)cc1	-12.7	1.7	0.52
c1ccc(CSc2ncnc3c2oc2ccccc23)cc1	-18.8	.	.
O=C(O)c1cnc2ccccc2n1	84.6*	-0.14	-0.89
COc1ccc(NC(=O)CSc2nc3c([nH]c4ccccc43)c(=O)n2C)cc1	-10.5	.	.
Cc1cc(C(=O)Nc2ccccc2)c(C)o1	34.8	0.73	0.36
COc1ccc(C(=O)N2c3ccccc3CC2C)cc1OC (stereo not drawn)	3.5	-0.51	-1.2

INS promoter inh, what is marked active above
SMILES	INS promoter inh	sdo1 growth	sdo1 growth Rescue 24 h
O=C(O)c1cnc2ccccc2n1	84.6*	-0.14	-0.89

Remaining list, next part
SMILES	INS promoter inh	sdo1 growth	sdo1 growth Rescue 24 h
COc1ccc2cc3c(N)nn(C(=O)c4ccccc4[N+](=O)[O-])c3nc2c1	56.7	0.55	0.15
O=C(Nc1ccc2c(c1)OCCO2)c1ccc(Cl)c([N+](=O)[O-])c1	-19.2	-0.43	-0.16
COc1ccc(/C=C/C(=O)N(C(C)C)C(C)C)cc1Br	-25.0	-0.04	0.58
Cc1c(N2C(=O)CS/C2=N\N=C\c2ccc(Br)cc2)c(=O)n(-c2ccccc2)n1C	10.7	0.54	1.83
CCOc1ccc(NC(=O)CSc2nc(C)c3c(c2C#N)CCCC3)cc1	-38.5	-0.97&-0.8	0.65&0.78
COc1ccc(CC(=O)NCc2nnc(SCc3ccc(C)cc3)n2C)cc1	-42.9	0.82	0.56
Cc1ccc(-n2nc3ccc(NC(=S)NC(=O)/C=C/c4ccco4)cc3n2)cc1	24.1	-0.88	-0.13
Cc1onc(-c2ccccc2)c1C(=O)NC(=S)Nc1sc2c(c1C#N)CCC(C)C2 (stereo not drawn)	.	-0.15	0.3
Cc1ccc(NC(=O)ON=C2CCCC2)cc1	-11.1	-2.02	-1.1
NC1=NC(=O)S/C1=C\c1ccc(O)cc1	-44.0	0.82	0.16
